POLI inh: blocks human DNA polymerase iota activity; Q9UNA4; Pol iota fluorescent replication assay, 10 min; Potency, µM (titrated, usually from 115 µM), for inactives: at the highest dose activity, negative = inhibition, usual class: inhibitors; 1% of 390,000 active; AID 588590
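Fluorescent replication assay read twice, at 0 min and 10 min after adding 50 nM (final) substrate. Enzyme (10 nM) and compounds were first incubated 15 min at room temperature; enzyme-free buffer wells were negative controls.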
BAZ2B block: blocks human BAZ2B | AlphaScreen BAZ2B-H3K14Ac peptide displacement | Potency, µM (top dose mostly 114 µM), inactives show at the top dose activity change, negative = inhibition, usual class: inhibitors | 4.4% of 360,000 active | AID 504333; note: % is set by controls: 0 for no effect and ±100 for the full control effect; nearly all actives have a fitted effect of over 60% in size
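Inhibition is scored as reduced AlphaScreen emission. The BAZ2B/b-H3(5-23)K14Ac complex (50 nM each) in PBS pH 7.4, 0.01% Tween-20 meets compound (up to 110 uM) for 30 min at RT before bead addition.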
G9a inh: G9a (human) methyltransferase inhibition; Q96KQ7; G9a H3K9 monomethylation, AlphaScreen, 2 h; Potency, µM (highest dose often 102 µM), without a hit: at the highest dose activity, negative = inhibition, most hits filed as inhibitors; 8.8% of 350,000 active; note: % is set by controls: 0 for no effect and ±100 for the full control effect; nearly all actives have a fitted effect of over 75% in size
Target sequence (Q96KQ7 913-1193 limits assumed): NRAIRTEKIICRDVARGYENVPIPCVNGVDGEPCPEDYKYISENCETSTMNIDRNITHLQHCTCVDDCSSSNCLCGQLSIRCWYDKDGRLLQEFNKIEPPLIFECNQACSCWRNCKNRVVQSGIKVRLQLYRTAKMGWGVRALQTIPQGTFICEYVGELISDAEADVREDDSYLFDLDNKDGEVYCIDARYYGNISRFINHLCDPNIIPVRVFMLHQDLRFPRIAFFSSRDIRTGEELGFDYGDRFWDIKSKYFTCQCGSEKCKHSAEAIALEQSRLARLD
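Enzyme 20 nM + cpd, 15 min RT; add b-H3K9 pep 500 nM / SAM 20 uM; 2 h RT; anti-H3K9me1 Ab 0.5 ug/mL + SA donor / anti-rabbit acceptor beads 20 ug/mL each, 10 min; AlphaScreen read.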
POLB inh: inhibitors of human DNA polymerase beta | P06746 | Pol beta primer extension/strand displacement, fluorescence kinetic | Potency, µM (doses to about 114 µM), for the others: at the top dose activity change, negative = inhibition, most hits filed as inhibitors | 1.3% of 340,000 active | AID 485314; note: % is set by controls: 0 for no effect and ±100 for the full control effect
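Curves were derived by four-parameter Hill fits of normalized qHTS data. The kinetic fluorescent primer-extension read was taken at 0 and 10 min after 50 nM substrate, following a 15 min room-temperature preincubation of 10 nM enzyme with compounds.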
Pol kappa inh: inhibitors of human DNA polymerase kappa | Potency, µM (top dose mostly 107 µM), without a hit: top-dose activity, negative = inhibition, actives largely listed as inhibitors | purified Pol kappa, fluorescent DNA synthesis assay, 10 min | 0.53% of 400,000 active; note: % is set by controls: 0 for no effect and ±100 for the full control effect
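Readout: fluorescence, taken kinetically at 0 and 10 min. Conditions: 10 nM Pol kappa, 15 min RT compound preincubation, 50 nM substrate final. Controls: enzyme-free buffer wells.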
APEX1 inh: inhibitors of human APE1 endonuclease; Potency, µM (titrated, usually from 65.8 µM), inactives show top-dose activity change, negative = inhibition, hits mostly inhibitors; recombinant APE1, TAMRA/BHQ-2 abasic DNA cleavage fluorescence; P27695; AID 2517; 0.35% of 350,000 active;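 note: plate controls were vehicle for no effect and reference inhibitor for full effect; nearly all actives have a fitted effect of over 55% in size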
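Readout is kinetic fluorescence (ex 525, em 598 nm) from cleavage of 50 nM TAMRA/BHQ-2 THF abasic duplex by 0.75 nM APE1, compound added 15 min beforehand at RT.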
JMJD2A Tudor: JMJD2A Tudor domain (human) inhibition; O75164; AlphaScreen JMJD2A-Tudor / H3K4me3 peptide binding; Potency, µM (series often up to 114 µM), without a hit: top-dose activity change, negative = inhibition, hits mostly inhibitors; 4.4% of 390,000 active; AID 504339; note: % is set by controls: 0 for no effect and ±100 for the full control effect; nearly all actives have a fitted effect of over 50% in size
BLM inh: blocks DNA unwinding by human BLM helicase. P54132. recombinant BLM DNA unwinding, fluorescence dequenching. Potency, µM (top dose mostly 56.1 µM), for the others: at the highest dose activity change, negative = inhibition, actives largely listed as inhibitors. 0.2% of 350,000 active. AID 2528;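 note: plate controls were vehicle for no effect and no enzyme for full effect; nearly all actives have a fitted effect of over 35% in size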
POLH inh: blocks human DNA polymerase eta activity; Q9Y253; recombinant Pol eta, fluorescent DNA replication assay; Potency, µM (titrated, usually from 114 µM), for the others: at the top dose activity change, negative = inhibition, actives largely listed as inhibitors; 1.2% of 390,000 active; note: % is set by controls: 0 for no effect and ±100 for the full control effect
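Pol eta (10 nM) was preincubated with compounds for 15 min at room temperature, after which fluorescent replication substrate (50 nM final) was added to start the reaction. Fluorescence was read kinetically at 0 and 10 min.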
* marks the source's active call; other numbers are inactive results; u = inconclusive; x = no result given; & = joins results of further samples; ! = not active in a repeat; [ ] = another dose, or the depositor's remark. Calls come from the whole dose curve; as a rule, active = well fitted curve in the direction sought with a large enough effect; inconclusive = small, poorly fitted or top-dose-only effect, or another doubt; inactive = no such curve, though single readings can be large; an effect the other way counts as inactive or inconclusive. Potency is the fitted concentration of half-maximal effect. Some of the compounds tested. The share of hits here may be higher or lower than overall.

SMILES	POLI inh	BAZ2B block	G9a inh	POLB inh	Pol kappa inh	APEX1 inh	JMJD2A Tudor	BLM inh	POLH inh
CCC1C(=O)OC[C@H]1Cc1cncn1C (stereo partly drawn)	x	x	u	x	-8.0%[60.1 µM]	-1.2%	x	-12.3%	x
CNCCCN1c2ccccc2CCc2ccccc21	7.8%[58.9 µM]	u	20.4%[12.7 µM]	17.5%	-12.1%[60.1 µM]	2.2%	-11.7%	-9.5%	-3.4%[57.1 µM]
CC1Cc2ccccc2N1NC(=O)c1ccc(Cl)c(S(N)(=O)=O)c1 (stereo not drawn)	u	-13.0%	0.7%	-0.8%	u	2.24µM*!	-14.4%	-8.2%&-0.4%	-7.6%
CC[C@@H]1C(=O)OC[C@@H]1Cc1cncn1C	-6.0%	-38.2%&-28.4%	-2.3%[12.7 µM]	0.4%	-4.0%&-14.4%	2.7%&-3.5%&1.4%&-0.5%	-29.5%&-26.6%	0.3%&-2.6%&-2.6%	-3.0%

Some entries already given, limited to JMJD2A Tudor:
Molecule,JMJD2A Tudor
CC1Cc2ccccc2N1NC(=O)c1ccc(Cl)c(S(N)(=O)=O)c1 (stereo not drawn),-14.4%
CC[C@@H]1C(=O)OC[C@@H]1Cc1cncn1C,-29.5%&-26.6%

Some of these compounds in order of count of non-hydrogen atoms, rising:
SMILES	POLI inh	BAZ2B block	G9a inh	POLB inh	Pol kappa inh	APEX1 inh	JMJD2A Tudor	BLM inh	POLH inh
CC[C@@H]1C(=O)OC[C@@H]1Cc1cncn1C	-6.0%	-38.2%&-28.4%	-2.3%[12.7 µM]	0.4%	-4.0%&-14.4%	2.7%&-3.5%&1.4%&-0.5%	-29.5%&-26.6%	0.3%&-2.6%&-2.6%	-3.0%
CNCCCN1c2ccccc2CCc2ccccc21	7.8%[58.9 µM]	u	20.4%[12.7 µM]	17.5%	-12.1%[60.1 µM]	2.2%	-11.7%	-9.5%	-3.4%[57.1 µM]
CC1Cc2ccccc2N1NC(=O)c1ccc(Cl)c(S(N)(=O)=O)c1 (stereo not drawn)	u	-13.0%	0.7%	-0.8%	u	2.24µM*!	-14.4%	-8.2%&-0.4%	-7.6%

Structural class: the compounds so far with nitrogen in an aromatic ring
SMILES	POLI inh	BAZ2B block	G9a inh	POLB inh	Pol kappa inh	APEX1 inh	JMJD2A Tudor	BLM inh	POLH inh
CCC1C(=O)OC[C@H]1Cc1cncn1C (stereo partly drawn)	x	x	u	x	-8.0%[60.1 µM]	-1.2%	x	-12.3%	x
CC[C@@H]1C(=O)OC[C@@H]1Cc1cncn1C	-6.0%	-38.2%&-28.4%	-2.3%[12.7 µM]	0.4%	-4.0%&-14.4%	2.7%&-3.5%&1.4%&-0.5%	-29.5%&-26.6%	0.3%&-2.6%&-2.6%	-3.0%

Screens (PubChem BioAssay)
